# HT1080 IDH1KD tx: qHTS for induction of synthetic lethality in tumor cells producing 2HG: qHTS for the HT-1080-IDH1KD cell line | HT-1080 IDH1 knockdown viability, ATP luminescence, 48 h | Potency, µM (top dose mostly 46.1 µM), inactives show top-dose activity, negative = toxicity, hits mostly cytotoxic | 360,000 tested, 2% active | AID 686971, 2013;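 note: 0% = DMSO wells and -100% = cell-free medium wells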
#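 Luminescent ATP read-out (CellTiter-Glo, 10 min at room temperature) after 48 h compound exposure at 37 °C gave viability of IDH1-knockdown HT-1080 cells. Activity was normalised to DMSO and cell-free wells, then fitted as concentration-response curves.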
# KB-3-1 cytotox: qHTS assay for MDR1-selective chemotherapeutics: Primary screen using the parental adenocarcinoma cell KB-3-1; KB-3-1 viability, CellTiter-Glo ATP luminescence, 72 h; Potency, µM (highest dose often 46.1 µM), for the others: at the highest dose activity change, negative = cytotoxic, hits mostly cytotoxic; 400,000 tested, 1.4% active; AID 1347075, 2019; note: % is set by controls: 0 for no effect and ±100 for the full control effect; nearly all actives have a fitted effect of over 60% in size
#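 Cytotoxicity measured as CellTiter-Glo luminescence after 72 h at 37 C. Compound titrations were pinned onto drug-naive KB-3-1 parental adenocarcinoma cells grown in DMEM with 10% FBS, and normalized data fitted to concentration-response curves.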
# KB-V1 cytotox: qHTS assay for MDR1-selective chemotherapeutics: Primary screen using the drug-selected MDR subline cells KB-V1. 400,000 tested, 3.4% active. KB-V1 MDR cells viability, CellTiter-Glo, 72 h. AID 1347076, 2019. Potency, µM (titrated, usually from 46.1 µM), without a hit: at the top dose activity change, negative = cytotoxicity, usual class: cytotoxic; note: % is set by controls: 0 for no effect and ±100 for the full control effect; nearly all actives have a fitted effect of over 60% in size
#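 Cytotoxicity via CellTiter-Glo luminescence after 72 h compound exposure at 37 degrees C. Cells: drug-selected KB-V1 line, DMEM phenol-red free plus 10% FBS. Compounds tested at multiple concentrations; normalized data fitted to concentration-effect curves.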
# GLP-1R inv ag: qHTS of GLP-1 Receptor Inverse Agonists (Inhibition Mode) | 410,000 tested, 1.6% active | HEK293 GLP-1R CRE-luciferase, luminescence, 24 h; GLP-1R form is constitutively active | Potency, µM (titrated, usually from 38.3 µM), without a hit: top-dose activity change, negative = inhibition, usual class: inhibitors; note: % is set by controls: 0 for no effect and ±100 for the full control effect; nearly all actives have a fitted effect of over 55% in size
# Target sequence (P43220 whole entry, looked up): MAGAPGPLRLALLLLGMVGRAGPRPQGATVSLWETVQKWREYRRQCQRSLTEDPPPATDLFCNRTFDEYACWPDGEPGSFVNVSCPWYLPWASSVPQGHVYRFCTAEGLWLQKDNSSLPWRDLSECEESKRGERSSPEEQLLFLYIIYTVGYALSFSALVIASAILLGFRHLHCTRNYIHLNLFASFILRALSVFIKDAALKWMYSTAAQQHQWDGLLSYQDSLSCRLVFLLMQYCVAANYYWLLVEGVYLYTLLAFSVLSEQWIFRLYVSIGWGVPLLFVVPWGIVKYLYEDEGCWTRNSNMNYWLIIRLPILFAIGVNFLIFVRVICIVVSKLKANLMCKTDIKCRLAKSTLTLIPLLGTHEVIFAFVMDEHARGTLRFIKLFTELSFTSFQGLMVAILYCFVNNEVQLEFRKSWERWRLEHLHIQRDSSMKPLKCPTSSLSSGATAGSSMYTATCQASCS
#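 HEK293 cells stably co-expressing a cAMP-responsive luciferase reporter and constitutively active GLP-1R were seeded, incubated 12 h, then exposed to compounds for 24 h at 37 C. Luminescence was read 12 min after detection reagent; inverse agonists lower signal.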
# GLP1R cytotox: qHTS of GLP-1 Receptor Inverse Agonists: Cytotox Screen; AID 624418, 2012; Potency, µM (highest dose often 38.3 µM), for inactives: top-dose activity change, negative = inhibition, actives largely listed as inhibitors; HEK293 cAMP-luciferase reporter cells, luminescence, 24 h; 410,000 tested, 0.13% active;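 note: loss of luciferase light is scored as toxicity; % is set by controls: 0 for no effect and ±100 for the full control effect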
#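 1536-well qHTS counterscreen of the MLSMR; 200 cells/uL, 12 h pre-incubation, 23 nL cpd, 24 h at 37 deg C 5% CO2, luciferase detection reagent, 12 min RT, luminescence. Inhibition = undesired.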
# SW480 rerep: A quantitative high throughput screen for small molecules that induce DNA re-replication in SW480 colon adenocarcinoma cells; Potency, µM (doses to about 46.1 µM), for inactives: at the highest dose re-replication activation, usual class: activators; SW480 DNA re-replication, Hoechst DNA content imaging, 48 h; 340,000 tested, 1.8% active; note: % of control where 0% means no effect; nearly all actives have a fitted effect of over 55% in size
#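 DNA re-replication was detected as more nuclei of elevated Hoechst intensity after 48 hr exposure to compound (23 nL pinned per well of 250 cells).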
# HT1080-NT tox: qHTS for induction of synthetic lethality in tumor cells producing 2HG: qHTS for the HT-1080-NT fibrosarcoma cell line; Potency, µM (highest dose often 46.1 µM), inactives show at the highest dose activity, negative = less viability, actives largely listed as cytotoxic; HT-1080-NT fibrosarcoma viability, CellTiter-Glo ATP luminescence, 48 h; 360,000 tested, 1.6% active;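 note: NT is the 2HG producing partner of a matched IDH1 knockdown line; 0% = DMSO-treated cells and -100% = media-only wells without cells; nearly all actives have a fitted effect of over 55% in size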
#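 Toxicity toward the 2HG-producing NT line was scored as %Activity, normalised to DMSO and no-cell wells, from CellTiter-Glo luminescence after 48 hours' treatment.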
# GLP-1R agonist: qHTS of GLP-1 Receptor Agonists | HEK293 GLP-1R CRE-luciferase, luminescence, 4-6 h; cells express a hypersensitive GLP-1R form | Potency, µM (highest dose often 45.6 µM), for the others: at the highest dose activation, hits mostly activators | 380,000 tested, 0.007% active | AID 624172, 2012; note: % of control where 0% means no effect
# TDP43 rescue: qHTS of TDP-43 Inhibitors; Potency, µM (highest dose often 46.1 µM), without a hit: at the top dose growth rescue (activation), hits mostly activators; AID 652104, 2013; 410,000 tested, 1.8% active; TDP-43 expressing yeast growth rescue, BacTiter-Glo, 24 h; note: % of control where 0% means no effect; nearly all actives have a fitted effect of over 50% in size
#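 In this qHTS, compounds that restore growth of yeast expressing TDP-43 appear as activators. Cells (OD600=0.02, galactose medium, raffinose-pregrown) are incubated with compound 24 hr at 30 deg C and growth is quantified by BacTiter-Glo.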
# * marks the source's active call; other numbers are inactive results; u = inconclusive; x = not tested or not shown; & = joins results of further samples; [ ] = another dose, or the depositor's remark. Calls come from the whole dose curve; as a rule, active = well fitted curve in the direction sought with a large enough effect; inconclusive = small, poorly fitted or top-dose-only effect, or another doubt; inactive = no such curve, though single readings can be large; an effect the other way counts as inactive or inconclusive. Potency is the fitted concentration of half-maximal effect.
cpd	Compound	HT1080 IDH1KD tx	KB-3-1 cytotox	KB-V1 cytotox	GLP-1R inv ag	GLP1R cytotox	SW480 rerep	HT1080-NT tox	GLP-1R agonist	TDP43 rescue
1	CCSc1nnc(Cc2cc(=O)[nH]c(=O)[nH]2)n1-c1cccc(C)c1	5%	-9%	-3%	-8%	2%	-7%	3%	8%	21%
2	CC(CNC(=O)CC[C@H]1O[C@@H](n2cnc3c(NC(=O)c4ccccc4)ncnc32)[C@H](O)[C@@H]1O)c1ccccc1 (some centres undefined)	12%	0%	6%	4%	4%	x	8%	0%	5%
3	COc1ccc(N2CC(C(=O)NCCCN3CCOCC3)CC2=O)cc1 (centres undefined)	0%	4%	2%	8%	5%	-1%	4%	-10%	0%
4	O=C(Cc1c[nH]c2ccccc12)N1CCN(c2ccccc2)CC1	0%	6%	-4%	-27%	8%	-11%	9%	0%	19%
5	Cc1ccccc1-c1coc2cc(O)ccc2c1=O	16%	10%	18%	1%	-1%	-1%	8%	-4%	u
6	CC(C)CC[n+]1ccn(-c2nc3ccccc3nc2[N-]S(=O)(=O)c2ccc(Cl)cc2)c1	1%	-9%	7%	u	8%	u	-4%	6%	9%
7	COc1ccccc1N1C(=O)C=C(Sc2nc(C)cc(C)n2)C1=O	6%	-2%	15%	10%	12%	u	15%	0%	-62%[inhibitor]
8	Cc1nc2c(-c3ccccc3)c(C)nn2c(C)c1CCC(=O)Nc1ccccc1F	x	-1%	u	u	-6%	x	x	1%	0%
9	C(=C\c1ccccc1)/CN1CCN(C(c2cccs2)c2nnnn2Cc2ccccc2)CC1 (centres undefined)	u	u	u	u	-6%	x	u	-1%	6%
10	O=C(C[n+]1ccc(C(=O)N/N=C/c2ccc(Br)cc2)cc1)c1ccccc1	-5%	10%	1%	10%	-2%	-3%	-4%	-3%	-14%

# Structural class: those above containing an aryl thioether with sulfur outside any ring
cpd	Compound	HT1080 IDH1KD tx	KB-3-1 cytotox	KB-V1 cytotox	GLP-1R inv ag	GLP1R cytotox	SW480 rerep	HT1080-NT tox	GLP-1R agonist	TDP43 rescue
1	CCSc1nnc(Cc2cc(=O)[nH]c(=O)[nH]2)n1-c1cccc(C)c1	5%	-9%	-3%	-8%	2%	-7%	3%	8%	21%
7	COc1ccccc1N1C(=O)C=C(Sc2nc(C)cc(C)n2)C1=O	6%	-2%	15%	10%	12%	u	15%	0%	-62%[inhibitor]

# Next records follow:
cpd	Compound	HT1080 IDH1KD tx	KB-3-1 cytotox	KB-V1 cytotox	GLP-1R inv ag	GLP1R cytotox	SW480 rerep	HT1080-NT tox	GLP-1R agonist	TDP43 rescue
11	CSc1nc(N)c2c(n1)N(C)C=NS2(=O)=O	12%	9%	8%	9%	-3%	-6%	5%	-1%	-15%
12	Cc1ccc(CCNC(=O)NC(C)(C)C)cc1	-1%	4%	0%	-16%	2%	-5%[9.22 µM]	6%	-9%	5%
13	CC(C)(C)c1cc(C(=O)NNc2ccc(OC(F)(F)F)cc2)n(Cc2ccccc2)n1	7.3µM*	-25%	u	2.2µM*	6%	-35%[inhibitor]	u	4%	22%
14	O=C(Cc1ccc(S(=O)(=O)N2CCOCC2)s1)Nc1ccc(N2CCOCC2)cc1	9%	9%	5%	11%	11%	-7%	0%	9%	20%
15	COc1ccc(Br)cc1/C=C/C(=O)NCC(=O)O	1%	5%	-4%	9%	1%	-22%	-1%	-4%	-12%
16	Cc1nc(C)c(C(=O)C2=C(O)C(=O)N(CCN(C)C)C2c2cccs2)s1 (centres undefined)	-7%	13%	10%	24%	8%	-5%[9.22 µM]	6%	-9%	-5%
17	S=C(NCc1cccnc1)Nc1ccc(Cl)cc1	3%	-1%	-3%	-22%	-4%	-1%[9.22 µM]	-1%	3%	-2%
18	CC(=O)c1c(C)oc2ccc(NS(=O)(=O)c3ccc(F)cc3C)cc12	3%	-11%	10µM*	-19%	-1%	-4%	-6%	6%	-6%
19	COc1ccc(NC(=O)c2sc3nc(Cc4ccccc4)cc(C(F)(F)F)c3c2N)cc1OC	-16%	-8%	u	-12%	93%[activator]	0%	-5%	1%	4%
20	COC(=O)c1cc(NC(=O)Cn2c(=O)cnc3ccccc32)cc(C(=O)OC)c1	14%	8%	-3%	2%	-18%	-8%	8%	3%	-1%
21	COc1ccccc1OCCNC(=O)c1ccc2c(c1)OCCO2	-2%	17%	-30%	u	-4%	2%	-1%	2%	19%
22	CCCCNc1ccc2oc(-c3ccc(OC)cc3)c(-c3ccc(OC)c(F)c3)c2c1	11%	-9%	0%	-15%	2%	-2%	14%	-4%	-15%
23	CCOC(=O)C1=C(C)NC(SCC(=O)OC)=C(C#N)C1c1ccc(C(=O)OC)cc1 (centres undefined)	-2%&3%	1%&21%	0%&18%	-26%&0%	28%&3%	8%&-5%	2%&11%	u	-16%&-12%
24	CCOc1ccccc1C(=O)NC(C(=O)NCCc1ccccn1)C(C)C (centres undefined)	10%	x	x	-8%	-4%	-2%	-7%	-3%	11%
25	Cc1ccc(C)c(OCCCC(=O)N2CCOCC2)c1	-1%	9%	0%	8%	-12%	-5%	-1%	-3%	0%
26	CSc1nc(Oc2ccc3ccccc3c2)c2ccccc2n1	u	u	u	u	-8%	u	-22%	20%	24%
27	CCOc1ccc(C(C)NC(=O)CN2C(=O)NC3(CCCCC3)C2=O)cc1OCC (centres undefined)	-1%	2%	u	11%	1%	u	6%[9.24 µM]	1%	8%
28	Cc1ccc2[nH]c(=O)c(CN(C(=O)c3cccs3)c3ccccc3)cc2c1	-11%	u	3.3µM*	6%	8%	0%	-3%	5%	-6%
29	CC(C)n1nc(C(=O)NC2CCCCCC2)c2ccccc2c1=O	0%	-22%	-25%	u	-8%	7%	-2%[9.24 µM]	24%	22µM*
30	Cc1cc(=O)[nH]c(SCc2nc3ccccc3s2)n1	-5%	-6%	-11%	26%	-9%	-5%	-1%	1%	-10%
31	COc1cc(C2C(C#N)=C(N)Oc3c2oc(CO)cc3=O)cc(OC)c1OC (centres undefined)	0%	-11%	2%	0%	20%	4%	-8%	-11%	-15%
32	O=C(Nc1ccccn1)c1cc(-c2cccnc2)nc2ccc(Br)cc12	u	-10%	-25%	-2%	-22%	17%	u	-2%	4%
33	CCC(CC)C(=O)N1CC(=O)Nc2ccc(Br)cc2C1c1ccccc1 (centres undefined)	-10%	-21%	-9%	u	-28%	0%	-8%	-7%	1%
34	CN(c1ccc(F)cc1)S(=O)(=O)c1ccc(Cl)c(C(=O)Nc2ccc3c(c2)CCC3)c1	-9%	-5%	-2%	-7%	22%	-2%	3%	3%	7%
35	Cc1cccc(Cn2c(SCc3ccc(C(=O)NCc4ccccc4F)cc3)nc3cccnc32)c1	x	u	15µM*	u	-21%	x	x	x	-2%
36	CCN(CC)c1ccc(C=Nc2ccc(C#N)cc2)c(O)c1	-7%	-3%	16%	-18%	0%	1%	0%	1%	-7%
37	CN1CCc2c(sc3c2C(=O)NC(c2cn(Cc4ccccc4)c4ccccc24)N3)C1 (centres undefined)	-17%	9.2µM*	15µM*	4µM*	163%[activator]	u	-1%	-3%	18%
38	CCCCNC(=S)NNC(=O)c1cc(-c2cccnc2)nc2ccccc12	3%	x	x	21%	0%	-18%	0%	1%	7%
39	CC1CCN(S(=O)(=O)c2csc(C(N)=O)c2)CC1	x	18%	1%	0%	2%	x	x	x	6%
40	O=C(Nc1ccc(Nc2ccccc2)cc1)Nc1ccccc1Cl	u	-8%	u	u	-3%	24%	u	9%	u

# Some entries already given with just HT1080 IDH1KD tx.
cpd | molecule | HT1080 IDH1KD tx
32 | O=C(Nc1ccccn1)c1cc(-c2cccnc2)nc2ccc(Br)cc12 | u
33 | CCC(CC)C(=O)N1CC(=O)Nc2ccc(Br)cc2C1c1ccccc1 (centres undefined) | -10%

# Next part.
cpd	Compound	HT1080 IDH1KD tx	KB-3-1 cytotox	KB-V1 cytotox	GLP-1R inv ag	GLP1R cytotox	SW480 rerep	HT1080-NT tox	GLP-1R agonist	TDP43 rescue
41	CCCN(C(=O)CSc1nnnn1C)C1CCS(=O)(=O)C1 (centres undefined)	15%	0%	2%	5%	-3%	0%	-1%	1%	-4%
42	Cc1ccc(N2CCN(C(=S)Nc3ccccc3C)CC2)cc1	7%	27%	-5%	8%	1%	u	3%	-6%	15%
43	CCOC(=O)c1nnc(-c2ccccc2)nc1Sc1ccccc1Cl	21µM*	u	-5%	u	u	u	u	-9%	1%
44	COC(=O)c1sccc1S(=O)(=O)N1CCN(c2ccc(C)cc2C)CC1	x	-15%	-5%	-3%	-4%	x	x	x	u
45	COCC(C)n1c(C)cc(C(=O)CSc2ncccn2)c1C (centres undefined)	0%	-1%	1%	3%	6%	-5%	10%	0%	6%
46	CCC(=O)c1ccc(OCC(=O)N2CCN(c3ncccn3)CC2)cc1	13%	12%	4%	13%	-4%	-2%	2%	-7%	1%

# Entries of single compounds, quoted from the list. Order of screens: HT1080 IDH1KD tx	KB-3-1 cytotox	KB-V1 cytotox	GLP-1R inv ag	GLP1R cytotox	SW480 rerep	HT1080-NT tox	GLP-1R agonist	TDP43 rescue
# CCC(=O)c1ccc(OCC(=O)N2CCN(c3ncccn3)CC2)cc1 in the list: 13%	12%	4%	13%	-4%	-2%	2%	-7%	1%
# COC(=O)c1sccc1S(=O)(=O)N1CCN(c2ccc(C)cc2C)CC1 in the list: x	-15%	-5%	-3%	-4%	x	x	x	u
# COCC(C)n1c(C)cc(C(=O)CSc2ncccn2)c1C (centres undefined) in the list: 0%	-1%	1%	3%	6%	-5%	10%	0%	6%

# Screens as filed in PubChem.
